Assay outcomes as filed in PubChem BioAssay.
Dynein transport – dynein cargo transport inhibition. 3617.4 mouse cells, GR-EGFP nuclear translocation imaging; test concentration mostly 20 µM; stimulated with dexamethasone, 1 µM; stronger effect = lower value. z-score, hits read low. 220,000 compounds, 0.47% hits. AID 1381;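 active means plate z-score of nuclear minus cytoplasmic receptor signal below a set negative limit, without overly bright fluorescence or cell loss, cut at about -3.5 in these data, passing the limit was not always enough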;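 further: z-score of nuclear minus cytoplasmic ring GR-EGFP intensity difference per well; some compounds called inactive have numbers as strong as hits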
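Medium: Induction medium lacking tetracycline, stripped serum | Probe or stimulus: 1.0 µM final dexamethasone stimulus | Schedule: 48 h induction, then 1 h compound, then 30 min agonist, 37 °C | Signal: Automated 10x imaging of fixed Hoechst-stained cells | Evaluation: Per-cell GR-EGFP intensity, nucleus versus surrounding cytoplasmic ring, well-averaged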
Myeloid diff MLP – promotes myeloid progenitor differentiation | ER-HoxA9 myeloid progenitors, lysozyme-GFP differentiation, flow cytometry | calls only at 10 µM | 360,000 compounds, 1% hits;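 active means normalized GFP-positive differentiation at or above the plate's own cutoff, the solvent-only control mean plus 3 SD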;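 further: cells exposed to compound for four days before flow analysis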
human PMI inhibition – MPI enzyme activity inhibition – biochemical, fluorescence intensity, coupled assay, primary screen (AID 1209); 190,000 compounds, 0.42% hits; purified PMI enzyme, coupled fluorescence intensity; higher % means a stronger effect; inhibition, % at 20 µM; hits with a dose series show IC50 in µM; in the data active means inhibition above about 50%;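 further: plate controls were DMSO vehicle for no effect and wells lacking substrate for full effect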
TNAP activators – human TNAP enzyme activators, primary screen, biochemical, luminescent, no phosphate acceptor, uHTS (AID 1001); purified TNAP, luminescent activation assay, no phosphate acceptor; higher activation fold means a stronger effect; one-dose activation fold at 20 µM; EC50 in µM for titrated hits; 200,000 compounds, 0.03% hits; in the data active means activation fold from about 3, or a potency from the dose series; inactive means the rest, 99 in 100 with activation fold below about 1.6; further: many of its hits are not listed in these tables
b-catenin transl – modulators of beta-catenin nuclear translocation | nuclear translocation activity, % at 5 µM | HeLa beta-catenin nuclear translocation, immunofluorescence imaging | 190,000 compounds, 0.3% hits;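 active means nuclear translocation activity above 50% at 5 µM, with a well cell count of 50 or more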;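 further: per-cell ratio of nuclear to cytoplasmic median beta-catenin stain intensity; plate controls were DMSO negative control for no effect and GSK-3 inhibitor IX positive control for full effect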
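System: Human HeLa cells, endogenous beta-catenin | Compound dosing: 5 µM primary, 0.02–20 µM confirmation | Timing: 24 h compound exposure at 37°C, 5% CO2 | Measured by: Fluorescence imaging of beta-catenin antibody stain plus DAPI | Read-out basis: % activation of per-cell nuclear versus cytoplasmic median beta-catenin signal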
Hep lipid drop – modulators of hepatic lipid droplet formation; AML12 mouse hepatocytes, oleate lipid droplets, BODIPY imaging; inhibition, % at 6.5 µM; 240,000 compounds, 0.4% hits;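 active means lipid droplet intensity inhibited by at least 50%, with more than 500 cells counted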
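Material – AML12 mouse liver cells · Also added – oleate loading, 100 µM · Compound dosing – 6.5 µM single-point dosing · Times – overnight treatment with compound plus oleate · Measured by – fluorescence imaging, 20x objective, two fields per well · Read-out – percent inhibition of filter-corrected integrated lipid droplet intensity per well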
Insulin prom up – MIN6 insulin promoter up-regulation. 190,000 compounds, 0.3% hits. MIN6 insulin promoter-GFP reporter, high-content imaging; stronger effect = higher value. z-score at 5 µM;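 active means z-score above 3 at 5 µM with at least 500 cells counted in the well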
MT stabilizer – microtubule stabilization, imaging screen. HeLa tubulin immunostaining HCS, 24 h; share of cells brighter than vehicle mean+2SD. % tubulin-high responders, % at 10 µM. 200,000 compounds, 0.83% hits. AID 2205;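 active means plate Z-score above 3 for both tubulin-high and condensed-nucleus cell shares, with cell loss under 80%, at 10 µM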;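 further: anti alpha tubulin signal scored within the nucleus-defined area of each cell; some results filed as inactive read as strong as hits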
T cell modulator – modulates CD8 T cell binding to vesicles; 2C CD8+ T cell-vesicle binding, flow cytometry; stronger effect = lower value; calls only at 7 µM; 330,000 compounds, 0.068% hits; AID 2052;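 active means response, share of CD8 T cells binding vesicles, and their 90th percentile fluorescence all below set limits, cut at about 80% in these data, passing the limit was not always enough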
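Benchmarks: naked versus QL9-loaded vesicles / Assay system: purified 2C TCR transgenic mouse naive CD8+ T cells / Technique: high-throughput flow cytometry with anti-B7-1 and anti-CD8 staining / Timing: Cell–vesicle co-incubation 1.5 h at 37 °C, staining 20 min on ice / Read-out: percent CD8+ FL2 mean versus row control / Probe or stimulus: QL9-loaded Drosophila micro-vesicles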
Dynein transport cytoplasmic EGFP – also measured in Dynein transport; calls as there; z-score; measured here: cytoplasmic GR-EGFP intensity; stronger effect = higher value
Dynein transport nuclear GR-EGFP – also measured in Dynein transport; calls as there; z-score; measured here: nuclear GR-EGFP intensity;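 lower value marks the stronger effect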
Dynein transport cell count – second read-out of Dynein transport, no call of its own (marks repeat the call); z-score; measured here: cell count per field
Insulin prom up cell count – further read-out of Insulin prom up, marked with its call; cell count; measured here: cytotoxicity, nuclei count;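 total cells summed across four imaged fields per well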
Hep lipid drop cells 6.5 µM – further read-out of Hep lipid drop, marked with its call; cell count; measured here: cell count, cytotoxicity flag;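 cells counted across two imaged fields per well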
b-catenin transl cell count 5 µM – also measured in b-catenin transl; calls as there; cell count; measured here: cell count, cytotoxicity flag
T cell modulator vesicle-bound % – further read-out of T cell modulator, marked with its call; double positive events, %; measured here: CD8+ vesicle-bound cell fraction;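 binding gate set so that unloaded-vesicle control wells show 10% double positive cells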
MT stabilizer Hoechst-high % – second read-out of MT stabilizer, no call of its own (marks repeat the call); % Hoechst-high responders; measured here: nuclear condensation Hoechst responders;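 share of cells brighter than vehicle mean plus two SD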
MT stabilizer cytotoxicity % – recorded beside MT stabilizer, whose call it bears; toxicity, %; measured here: cytotoxicity by cell density;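 0% = mean cell density of plate MIN control wells and 100% = no cells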
Myeloid diff MLP GFP+ MAC1+ % – recorded beside Myeloid diff MLP, whose call it bears; GFP+ MAC1+ double positive, %; measured here: differentiation confirmed by MAC1 staining
Starred values were filed as active, the others as inactive; i = inactive; nt = no result given; + = active, no number.

SMILES	Dynein transport	Dynein transport cytoplasmic EGFP	Dynein transport nuclear GR-EGFP	Dynein transport cell count	Myeloid diff MLP	Myeloid diff MLP GFP+ MAC1+ %	human PMI inhibition	TNAP activators	b-catenin transl	b-catenin transl cell count 5 µM	Hep lipid drop	Hep lipid drop cells 6.5 µM	Insulin prom up	Insulin prom up cell count	MT stabilizer	MT stabilizer Hoechst-high %	MT stabilizer cytotoxicity %	T cell modulator	T cell modulator vesicle-bound %
CC(=O)Oc1ccc(C(=O)Cc2ccc3ccccc3n2)c(O)c1C	-0.55	0.18	-0.18	0.72	i	0.7	1%	1	5.1	582	24	687	-0.1	1137	2.7	1.3	4.1	i	59
CCOC(=O)N1CCC(NC(=O)c2ccc3nc4ccccc4c(=O)n3c2)CC1	-0.34	-0.15	-0.3	0.2	nt	nt	12%	1.1	-4.8	944	nt	nt	0.4	1407	3.3	1.2	0.6	nt	nt
O=C(N/N=C/c1ccco1)c1cc(-c2ccc3ccccc3c2)n[nH]1	-1.1	-0.11	-0.57	0.65	i	1.3	6%	1	-10	1128	10	698	nt	nt	2.3	1.1	9.0	i	26
COc1ccc(CCNC(=O)CN(c2ccccc2OC)S(C)(=O)=O)cc1OC	-1.1	-0.19	-0.59	1.1	i	7.2	-4%	1.1	-0.8	1141	nt	nt	0.41	1058	1.6	1.8	11	i	30
O/N=C(\Cc1cscn1)c1ccc(O)cc1O	-0.23	-0.22	-0.1	0.24	i	2.6	4%	1.2	-5.2	1255	nt	nt	-0.07	1214	1.2	1.3	7.8	i	19
Cc1csc(NC(=O)C2CCCCC2C(=O)O)n1 (stereo not drawn)	-0.6	-0.22	-0.24	0.64	i	1.3	-5%	1.1	-0.9	1150	nt	nt	0.39	996	1.5	1.3	6.4	i	26
Cc1ccc(S(=O)(=O)NCCc2nnc3ccc(NCCCOC(C)C)nn23)cc1	0.31	-0.31	0.067	-0.059	i	0.9	-6%	1.1	-2.5	1119	-4	705	-0.37	1245	3.8	3.2	11	i	44
O=C(CCc1ccccc1)NCC1OCCc2ccccc21 (stereo not drawn)	-0.79	-0.28	-0.095	0.04	i	0.5	-8%	0.9	-2.8	1103	14	706	0.59	1602	2.8	2.6	8.2	i	32
CCn1c(=O)c2cc(C(=O)NCc3cccs3)sc2c2ccccc21	-0.53	-0.27	0.002	0.11	i	3.2	11%	1.1	-1.8	1161	2	723	0.07	1352	2.7	2.6	12	i	26
NC(=O)c1cn(-c2ccccc2)nc1-c1cccnc1	-0.73	-0.2	-0.094	0.12	i	0.9	12%	1.1	-1.6	1061	18	709	0.05	1252	2.1	0.1	47	i	39
Cc1ccc(S(=O)(=O)Nc2ccc3ccccc3n2)cc1	-0.78	-0.27	-0.63	1.2	i	0.5	nt	nt	-1.7	1151	1	721	1.4	1551	nt	nt	nt	i	50
O=C(Nc1ccc(Cl)cc1)Nc1ccccc1NS(=O)(=O)c1cccs1	-0.56	-0.14	-0.66	1	i	0.3	12%	0.9	-1.2	560	15	634	0.51	1352	3.7	2.7	3.2	i	54
COc1ccccc1OC(=O)c1ccc(S(=O)(=O)N(C)C)cc1	0.36	0.58	0.0054	0.059	i	0.9	-8%	0.9	nt	nt	-6	791	1.2	951	1.6	1.5	9.4	i	37
Cc1cc2cc(CN(Cc3ccc4c(c3)OCO4)C(=O)c3cnccn3)c3nnnn3c2cc1C	-0.22	-0.21	-0.00072	-0.83	i	0.8	16%	1.1	-0.6	1146	nt	nt	-1	1017	3.2	2.0	8.0	i	33
Cc1ccc(OCc2nnc(SCC(N)=O)n2N)cc1	1.3	-0.11	1	-1.2	i	0.1	10%	1	-2.8	956	-5	720	0.86	1575	2.5	0.4	0.6	i	24
Cc1csc(NC(=O)/C=C/c2ccco2)n1	0.39	-0.23	0.29	0.5	i	2.3	0%	1.1	2.4	1066	-8	499	-0.15	1430	7.1	11	22	i	14
O=C(Nc1sc2c(c1C(=O)NC1CCCCC1)CCC2)c1ccco1	-0.073	-0.2	-0.003	0.64	i	5.0	13%	1.1	-1.8	1182	6	763	-0.99	1194	i	nt	100	nt	nt
CC(=O)Nc1ccc2c(c1)N(C(C)=O)c1ccccc1CC2	0.83	-0.21	0.34	-1.1	i	0.3	nt	1.1	-1.3	1545	8	676	-0.81	1577	2.1	2.3	1.9	i	32
c1ccc2c(c1)ncn2CCCOc1ccc2c(c1)CCC2	0.44	-0.12	0.56	-0.24	i	1.9	7%	1.1	nt	nt	2	752	-1.2	755	1.2	1.1	7.4	i	49
COC(=O)c1c(NC(=O)CSc2nnc(-c3cccnc3)n2Cc2ccco2)sc(C)c1C	1.2	-0.26	0.76	-0.47	i	0.6	7%	1	0.1	1017	-22	599	-0.68	1138	1.5	1.9	17	i	56
CCOc1ccc(S(=O)(=O)N(C)c2ccc(OCC(=O)NCc3ccco3)cc2)cc1	-0.85	-0.16	-0.15	0.55	i	0.4	16%	1.2	nt	nt	nt	nt	0.05	976	2.6	2.0	9.0	i	39
O=C(Cn1cnc2ccccc2c1=O)Nc1ccc2c(c1)CCC2	-0.36	0.092	-0.075	0.89	i	0.9	14%	1	-7.2	1226	1	820	0.78	962	3.1	1.3	4.8	i	10
O=C(Cc1ccccc1[N+](=O)[O-])NCCCN1CCOCC1	2.3	-0.19	1.7	-2.5	i	1.0	-5%	1.2	-5.5	1121	3	733	0.12	1629	3.5	2.0	9.4	i	65
Cc1cc(C(=O)COC(=O)c2ccc[nH]c2=O)c(C)n1-c1ccc(Br)cc1	-0.67	-0.29	-0.47	0.36	i	0.3	32%	1.1	0.5	951	-6	676	nt	nt	2.3	3.5	3.1	i	53
CCOC(=O)c1ccccc1NS(=O)(=O)c1ccc(S(=O)(=O)N2CCCC2)cc1	-1	-0.055	0.28	0.2	i	3.4	3%	1	-1.0	1116	1	783	-0.4	928	4.2	2.2	5.4	i	43
New compounds follow.
SMILES	Dynein transport	Dynein transport cytoplasmic EGFP	Dynein transport nuclear GR-EGFP	Dynein transport cell count	Myeloid diff MLP	Myeloid diff MLP GFP+ MAC1+ %	human PMI inhibition	TNAP activators	b-catenin transl	b-catenin transl cell count 5 µM	Hep lipid drop	Hep lipid drop cells 6.5 µM	Insulin prom up	Insulin prom up cell count	MT stabilizer	MT stabilizer Hoechst-high %	MT stabilizer cytotoxicity %	T cell modulator	T cell modulator vesicle-bound %
COc1ccccc1CCNC(=O)c1cc(-c2ccncc2)nc2ccc(Br)cc12	1.4	-0.12	0.13	-0.44	i	0.4	1%	1	3.2	1444	9	721	-0.36	1484	1.4	2.2	16	nt	nt
N#Cc1nc(-c2ccco2)oc1N1CCCC1	2.6	0.021	0.62	-2.3	i	0.7	5%	1.2	-3.7	1177	15	775	-1	959	5.6	4.1	5.5	i	10
NC1=NC(c2cn[nH]c2-c2cccc(F)c2)n2c(nc3ccccc32)N1 (stereo not drawn)	-0.1	-0.24	0.63	-0.96	i	0.3	-5%	1.2	-0.1	1075	12	717	0	1064	5.2	2.6	6.4	i	46
O=C(O)c1cnn(-c2nc(-c3ccc(F)cc3)cs2)c1C(F)(F)F	-0.71	-0.28	-0.27	1.2	i	0.2	-5%	1.1	-1.5	1140	2	663	0.17	1562	1.8	1.2	6.2	i	39
CCOC(=O)c1[nH]c(C)c(C(=O)OC)c1C	-0.23	-0.22	-0.0061	-0.15	i	0.8	nt	nt	-0.5	1352	5	705	0.1	1165	nt	nt	nt	i	12
COc1ccc(NC(=O)CCN2CC(C)OC(C)C2)c(OC)c1 (stereo not drawn)	0.56	-0.16	0.76	-0.92	+	24*	-19%	1.1	-0.9	1209	2	711	0.08	1122	1.9	2.0	7.5	i	13
O=C(COC(=O)/C=C/c1ccc(Cl)cc1)Nc1ccccc1-c1ccccc1	-0.62	-0.23	-0.33	0.18	i	1.0	20%	1.2	-0.7	969	17	598	0.25	2185	9.2	1.4	8.9	i	32
Cc1c(C(=O)OCC(=O)N2CC(=O)Nc3ccccc32)oc2ccc(Br)cc12	-0.77	-0.26	0.064	1.2	i	0.9	-2%	1.1	2.7	1005	-4	787	nt	nt	2.6	2.8	11	i	38
CCCC(C)NC(=O)c1ccc2[nH]c3c(c2c1)CC(C)CC3 (stereo not drawn)	-0.18	-0.2	0.025	0.23	i	0.4	1%	0.9	2.7	1436	nt	nt	-0.94	1145	2.0	1.3	4.8	i	46
CCCCCc1nc2sc3c(c2c(=O)n1NC(=O)c1ccc([N+](=O)[O-])cc1)CC(C)(C)OC3	-0.38	-0.23	-0.16	-0.12	i	0.2	12%	0.9	-1.6	1202	1	652	0.06	1538	3.4	2.1	3.8	i	61
